From PubChem
TGFb inhibitor: inhibitors of TGF-b signaling; HepG2 CAGA-GFP TGF-b/SMAD3 reporter, GFP fluorescence, 18 h; TGF-beta stimulated, 500 pg/mL final; Potency, µM (titrated, usually from 46.1 µM), inactives show at the top dose activity, negative = inhibition, most hits filed as inhibitors; hit rate 1.2% among 410,000; further: potency means the concentration at half of the fitted maximal effect; on the % scale 0 is the no-effect control and ±100 the full control effect; nearly all actives have a fitted effect of over 65% in size
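HEPG2 CAGA-GFP reporter cells (1000/well, DMEM with 1% FBS) received compounds, then recombinant TGF-beta at 500 pg/mL final for 18 hours at 37 degrees C. Per-cell GFP summed per well was normalised to unstimulated and stimulated DMSO controls before curve fitting.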
pAkt inh: blocks phosphorylation of Akt. Neuro2A IGF-stimulated pAkt S473 HTRF, 20 min; hits give low values. activity change, % for hits at 50 µM. hit rate 0.32% among 360,000. AID 651550; in the data active means activity change below about -80%; inconclusive means mostly about -51% to -80%; further: on the % scale 0 is the no-effect control and ±100 the full control effect
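Neuro2A cells (4,500/well, DMEM with 0.5% FBS) were treated with compound at a single 50 µM final concentration, stimulated with 6 nM IGF for 20 min at 37 °C, and lysed. Phospho-Akt Ser473 was read by HTRF as 665/615 ratio ×10^4.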
CCT chaperon mod: cytosolic chaperonin activity modulation; purified chaperonin ATPase assay, HTRF ADP detection, 30 min; hit rate 0.3% among 360,000; AID 651819; activity change, % (concentration not given with the values), hits read low; in the data active means activity change below about -30%; further: on the % scale 0 is the no-effect control and ±100 the full control effect
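First, chaperonin was dispensed at 40 nM or 20 nM final depending on batch activity. Next, compounds were pinned at 76 uM and ATP added at 10 uM. After 30 min at 37 °C, ADP detection reagents ran 30 min at ambient temperature.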
Mm-Cpn inhibitor: M. maripaludis TRiC chaperonin inhibition; purified Mm-Cpn ATPase, ADP Transcreener TR-FRET; Potency, µM (top dose mostly 76.9 µM), without a hit: top-dose activity, negative = inhibition, usual class: inhibitors; hit rate 0.031% among 330,000; AID 504842; further: potency means the concentration at half of the fitted maximal effect; on the % scale 0 is the no-effect control and ±100 the full control effect; nearly all actives have a fitted effect of over 80% in size
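Reaction buffer contained 30 mM Tris pH 7.4, 100 mM KCl, 5 mM MgCl2 and 1 mM DTT. Mm-CPN (25 nM final) hydrolysed 10 uM ATP over 30 min at 37°C; ADP was read by HTRF.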
A549 viability: A549 cytotoxicity, counter-screen for Nrf2 inhibitors. A549 ARE-Fluc cells, CellTiter-Fluor viability, 18-24 h. Potency, µM (titrated, usually from 46 µM), for the others: at the highest dose activity change, negative = cytotoxicity, usual class: inhibitors. hit rate 0.16% among 390,000. AID 504648; further: potency means the concentration at half of the fitted maximal effect; on the % scale 0 is the no-effect control and ±100 the full control effect
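A549 ARE_Fluc cells in 5% FBS OPTI-MEM were exposed to compounds in concentration-response for 18-24 h at 37 deg C. Viability was read by CellTiter-Fluor fluorescence (Ex 405/Em 525) after 30 min, before the luciferase read.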
Nrf2 activator: Nrf2 pathway activation. AID 624171. AREc32 ARE-luciferase reporter (MCF7-derived line), luminescence, 24 h. hit rate 0.31% among 410,000. Potency, µM (doses to about 46.1 µM), for inactives: top-dose activation, usual class: activators; further: potency means the concentration at half of the fitted maximal effect; % of control where 0% means no effect; nearly all actives have a fitted effect of over 65% in size
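Quantitative high-throughput format: AREc32 reporter cells, 1000 per well, received compound by pin transfer and were incubated 24 hr at 37 deg C, 5% CO2, before Steady-Glo luminescence detection.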
HepG2 tox: HepG2 cytotoxicity, counter-screen for TGF-b inhibitors; HepG2 CAGA-GFP viability, ATP luminescence, 18 h; AID 588856; hit rate 0.76% among 410,000; Potency, µM (doses to about 46.1 µM), without a hit: at the highest dose activity change, negative = cytotoxicity, hits mostly cytotoxic; further: potency means the concentration at half of the fitted maximal effect; some results filed as inactive show a strong effect at the top dose
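CellTiter-Glo luminescence gave cytotoxicity after 18 hours at 37 degrees C. The cells were HepG2 CAGA-GFP in 1% FBS DMEM, stimulated with 500 pg/mL TGF-beta after compound addition. %Activity was normalised to no-cell wells (complete cell-killing) and DMSO (no toxicity), and curves were fitted and classified.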
Nrf2 inh: inhibitors of Nrf2 signaling; A549 ARE-Fluc reporter, luciferase luminescence, 18-24 h; Potency, µM (series often up to 46 µM), inactives show at the top dose activity change, negative = inhibition, usual class: inhibitors; hit rate 2.1% among 360,000; further: potency means the concentration at half of the fitted maximal effect; on the % scale 0 is the no-effect control and ±100 the full control effect; nearly all actives have a fitted effect of over 60% in size
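Reporter: ARE-Fluc in A549. Exposure: 18-24 h, 37 °C, 5% CO2, 5% FBS OPTI-MEM. Readouts: fluorescent cytotoxicity (CellTiter-Fluor), then luminescent Nrf2 signal after BugLite.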
S2 tox: reduces viability in counter-screen for ATXN expression inhibitors; S2 cells (HEK-293 line with an ATXN2-luciferase reporter) viability, CellTiter-Fluor protease fluorescence, 24 h; Potency, µM (titrated, usually from 56.7 µM), most hits filed as cytotoxic; hit rate 0.49% among 400,000; AID 651635; further: potency means the concentration at half of the fitted maximal effect; nearly all actives have a fitted effect of over 40% in size
The depositor's hits bear a star; i = inactive; ? = inconclusive; nt = not tested or not shown; & = joins results of further samples; [ ] = dose if it differs, or a comment. Unless noted, the call rests on the fitted dose curve; in most records, active means well fitted curve in the direction sought with a large enough effect; inconclusive means small, poorly fitted or top-dose-only effect, or another doubt; inactive means no such curve, though single readings can be large; an effect the other way counts as inactive or inconclusive.

SMILES	TGFb inhibitor	pAkt inh	CCT chaperon mod	Mm-Cpn inhibitor	A549 viability	Nrf2 activator	HepG2 tox	Nrf2 inh	S2 tox
Cc1ccc(Nc2cc(-n3nc(C)cc3C)ncn2)cc1	18%	i	1.8	1%	13%	2.7%	-13%	10%	i
O=C(NNC(=O)c1cccs1)c1ccc([N+](=O)[O-])cc1	30%[activator]	i	-1.3	3%	1%	-0.1%	12%	19%	i
CCO[C@@H]1c2c(ccc3ccc(=O)oc23)OC(C)(C)[C@H]1O	-5%	i	-0.4	-1%	-3%	-0.2%	-17%	0%	i
N=C1SC(c2ccccc2)C(=O)N1c1ncc(Cc2ccccc2Cl)s1 (stereo unspecified)	?	i	-0.5	-6%	-4%	5.5%	-1%	12%	nt
c1ccc2c(c1)nc1n2CC2CON(C3CCCCC3)C12 (stereo unspecified)	-11%	i	0.8	-1%	0%	-0.1%	-17%	15%	i
CC(N)c1csc(Nc2nccc(C(F)(F)F)n2)n1 (stereo unspecified)	-13%	i	-0.4	nt	nt	0.7%	-18%	nt	i
CC1(C)C2CCC1(C)C(NC(=O)CCN1CCCCC1)C2 (stereo unspecified)	3%	nt	-1.6	0%	2%	0.3%	-5%	-7%	i
Cc1ccc(NC(=O)c2ncn(CC(=O)N[C@H](CO)Cc3c[nH]c4ccccc34)n2)cc1C	-26%	i	0.5	2%	-7%	7.1%	5%	1%	i
O=C(/C=C/c1cn(-c2ccccc2)nc1-c1cccs1)NCCN1CCOCC1	4%	i	0.6	-2%	0%	0.4%	-26%	-11%	?
O=C(NCCc1c[nH]c2ccccc12)C1CCC(=O)N(CCc2cccc(F)c2)C1 (stereo unspecified)	8%	i	2.3	0%	1%	-0.6%	-6%	-5%	i
Cc1ccc(N2CCN(C(=O)Cc3c(C(=O)O)c(C)cn3C)CC2)c(C)c1	-8%	nt	nt	nt	-7%	-1.1%	-6%	nt	i
O=C(Nc1ccc2c(c1)OCCO2)C(C1CC1)N1CCN(C/C=C/c2ccccc2)CC1 (stereo unspecified)	-14%	i	-1.7	nt	nt	0.2%	-18%	nt	?
COc1ccc(Cl)cc1NC(=O)N1CCN(S(C)(=O)=O)CC1	10%	i	-0.6	nt	-1%	3.7%	-14%	-14%	i
COC(=O)C(CC(=O)CNC(=O)c1ccccc1)NC(=O)c1ccccc1 (stereo unspecified)	21%	i	-2.1	nt	-13%	0.0%	7%	-4%	i
Cc1ccc(-n2c(=O)c3c4c(sc3n(CC(=O)c3ccc(Cl)cc3)c2=O)CCC4)cc1C	-27%	nt	nt	nt	2%	-0.9%	-42%	?	i
CC1(O)CC(c2ccc(Cl)cc2)=NN1C(=O)c1ccc(Cl)cc1 (stereo unspecified)	10µM*	i	-6.0	1%	-3%	-4.7%	-41%	-29%	i
CCN(CC(=O)NCc1cccs1)C(=O)c1cccc(S(=O)(=O)Nc2ccc(C)cc2)c1	-3%	i	-3.9	-4%	0%	0.1%	-4%	-3%	?
Cc1nc2c(c(C)nn2-c2ccccc2)c(C)c1CCC(=O)NCCc1ccccc1	?	nt	nt	nt	0%	-0.6%	-7%	10%	i
COc1cccc(NC(=O)C(Cc2ccccc2)n2cccc2)c1 (stereo unspecified)	?	i	-0.2	-4%	2%	-0.2%	-6%	-20%	i
CCOc1ccc(OCCOCCn2ccnc2)cc1	-1%	i	-2.3	-1%	-1%	-0.6%	-8%	2%	i
CC(C)CN1CCC(=O)N([C@H](CN=[N+]=[N-])Cc2ccccc2)CC1	8%&-17%	i	0.5	0%	-3%	-0.8%	-6%&-33%	5%	i
COc1ccc(-c2noc(-c3ccc(N4CCCC4)c([N+](=O)[O-])c3)n2)cc1	-1%	nt	nt	nt	-1%	-0.7%	0%	3%	i
Cc1ccc(CN2CC(C(=O)NNC(=O)c3ccc(F)cc3)CC2=O)cc1 (stereo unspecified)	-4%	i	-2.6	0%	7%	-0.9%	13%	0%	i
O=C1CSC(=O)N1CCOCCN1C(=O)CSC1=O	1%	i	-2.2	-6%	5%	-0.3%	6%	1%	i
COC(=O)COc1ccc(/C=C2/NC(=O)N(CC(=O)OC)C2=O)cc1	0%	i	-10	0%	-3%	-0.5%	7%	-11%	i
Nc1nc(N2CCCCC2)c2ncn(C3OC(CO)C(O)C3O)c2n1 (stereo unspecified)	13%	i	-1.9	nt	nt	0.2%	2%	nt	i
O=C(Nc1ccc2c(c1)OCCO2)c1ccccc1F	-8%	i	3.1	1%	3%	0.1%	-2%	?	i
N=c1c(S(=O)(=O)c2ccccc2)cc2c(=O)n3ccccc3nc2n1CCCN1CCOCC1	24%	i	-4.2	-1%	-8%	0.3%	4%	8%	i
CC(=O)Nc1ccc(NC(=O)CCn2c(=O)oc3ccccc32)cc1	20%	i	-2.1	-4%	0%	0.0%	5%	0%	i
CCc1cccc(NC(=O)Cn2cc3c(n2)CCCC3)c1	12%	i	-1.4	3%	1%	-0.5%	29%	2%	i
Cc1ccc(S(=O)(=O)N2[C@@H](c3ccc(Br)cc3)C(C(=O)O)=CC[C@H]2c2cccc(C)c2)cc1	3%	i	1.3	1%	-8%	0.1%	-1%	?	i
NC(=O)c1ccc(N=Cc2ccc([N+](=O)[O-])s2)cc1	-20%	i	-4.0	0%	-6%	16%	-92%	-16%	?
Cc1ccc(-c2nn(C(C)(C)C)c3ncnc(NS(=O)(=O)c4ccc([N+](=O)[O-])cc4)c23)cc1	?	i	-2.1	0%	-25%	-1.0%	5%	?	i
CCN(CC(=O)Nc1ccc(N2CCOCC2)cc1)Cc1nc2ccccc2c(=O)[nH]1	26%	i	2.1	0%	0%	2.4%	-31%	nt	i
Cc1cccc(C(=O)Nc2nnc(S(=O)(=O)N(C)Cc3ccc(Cl)cc3)s2)c1	?	nt	nt	nt	0%	-0.8%	-43%	0%	nt
COc1cccc(OCC(=O)Nc2c3c(nn2-c2ccccc2)CS(=O)(=O)C3)c1	3%	i	-2.3	1%	3%	-0.6%	-11%	-11%	i

Complete entries from above. Order of values: TGFb inhibitor | pAkt inh | CCT chaperon mod | Mm-Cpn inhibitor | A549 viability | Nrf2 activator | HepG2 tox | Nrf2 inh | S2 tox
`N=c1c(S(=O)(=O)c2ccccc2)cc2c(=O)n3ccccc3nc2n1CCCN1CCOCC1` is entered as 24% | i | -4.2 | -1% | -8% | 0.3% | 4% | 8% | i
`COC(=O)COc1ccc(/C=C2/NC(=O)N(CC(=O)OC)C2=O)cc1` is entered as 0% | i | -10 | 0% | -3% | -0.5% | 7% | -11% | i
`Nc1nc(N2CCCCC2)c2ncn(C3OC(CO)C(O)C3O)c2n1` (stereo unspecified) is entered as 13% | i | -1.9 | nt | nt | 0.2% | 2% | nt | i

(cont.)
SMILES	TGFb inhibitor	pAkt inh	CCT chaperon mod	Mm-Cpn inhibitor	A549 viability	Nrf2 activator	HepG2 tox	Nrf2 inh	S2 tox
O=C(c1ccc(NC(=O)C2(c3ccccc3)CCOCC2)cc1)N1CCOCC1	5%	i	0.4	nt	1%	-0.1%	-2%	4%	i
CCOc1ccc(N2C(=O)CC(SCC(=O)O)C2=O)cc1 (stereo unspecified)	1%	i	-0.1	-5%	0%	-0.1%	-13%	10%	i
COc1ccc2cc(-c3ccsc3)ncc2c1	?	i	2.2	-4%	10%	?	-15%	?	i
Cc1ccc(Cl)cc1-n1ncc2c(N3CCCCCC3)ncnc21	?	nt	nt	nt	-10%	-0.3%	-34%	nt	?
CSCCC(NC(N)=O)C(=O)N(C)CC(=O)Nc1ccc(C)cc1 (stereo unspecified)	3%	i	-1.6	0%	0%	-0.2%	10%	-4%	i
Cc1ccccc1OCCn1cnc2cc([N+](=O)[O-])ccc2c1=O	-16%	i	-0.2	2%	1%	4.2%	-1%	-10%	i
N#CCC(=O)N/N=C/c1c(-c2ccccc2)n(-c2ccccc2)c2ccccc12	-4%	i	-1.4	-3%	-1%	-0.2%	3%	-19%	?
CCOC(=O)CCc1c(C)nc(SCCN2CCCC2)c(C#N)c1C	4%	i	0.8	0%	-13%	0.3%	-1%	7%	i
CC(=O)Sc1nc(-c2ccccc2)[nH]c1S(=O)(=O)c1ccc(C)cc1	0%	i	0.7	1%	-3%	1.5%	3%	7%	i
CCOC(=O)COc1ccc(C)cc1C(=O)c1ccn2nc(-c3ccc(Cl)cc3)cc2n1	-2%	nt	nt	nt	10%	0.5%	4%	22%	i
Cc1nc(SC(C(N)=O)c2ccccc2)c(C#N)c(C)c1C (stereo unspecified)	-19%	i	-5.5	0%	1%	2.3%	0%	10%	i
CCOC(=O)N/N=C1\CCc2ccccc21	-32%	i	-1.9	0%	-3%	3.5%	-18%	?	i
O=C(Nc1cccc(Cl)c1)c1cc(-c2ccccc2)on1	9%	nt	nt	nt	2%	4.9%	0%	nt	i
O=C1CCc2cc(S(=O)(=O)N3CCN(c4ccccc4F)CC3)ccc2N1	-19%	i	0.8	1%	-7%	0.2%	-23%	?	i
CCC(CC)C(=O)c1c[nH]c(C(=O)NCc2cccs2)c1	-2%	i	-0.8	0%	0%	-1.0%	1%	1%	i
C=CCn1c(CCCNC(=O)CCC)nc2ccccc21	1%	i	1.7	0%	6%	0.6%	-12%	0%	i
O=C1c2oc3ccc(Cl)cc3c(=O)c2C(c2ccco2)N1CCN1CCOCC1 (stereo unspecified)	-1%	i	0.9	2%	-10%	28%	-14%	0%	i
O=C(CCN1CCCCC1)Nc1ccc(F)c(F)c1	3%	i	-1.2	nt	nt	-0.8%	0%	nt	i
COc1ccc(C2CC(=O)C(C=NCCN3CCOCC3)=C(O)C2)cc1 (stereo unspecified)	0%	i	1.3	0%	0%	0.2%	2%	-1%	i

An unsorted share of the library. Share with any hit: about 4.4%.
